# Assay outcomes (PubChem BioAssay)
# MsrA inh – bovine MsrA enzyme inhibitors, primary screen, biochemical, absorbance, HTS. Methionine sulfoxide reductase A (Bos taurus). purified bovine MsrA, absorbance read-out. inhibition, % at 15.5 µM. hit rate 0.75% among 360,000. AID 651718, 2012; in the data active = inhibition above about 4.5%;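 also: 0% = vehicle wells with enzyme and 100% = reference inhibitor wells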
# TbMetRS inhib – T. brucei MetRS inhibitors, primary screen, biochemical, luminescence. purified T. brucei MetRS, ATP depletion, Kinase-Glo luminescence. hit rate 0.4% among 360,000. inhibition, % at 11.9 µM;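 active = inhibition above a per-plate cutoff of the control wells' mean inhibition plus 3 SD, cut at about 5.5% in these data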;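 also: 0% = DMSO wells median and 100% = median of wells with control inhibitor compound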
#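 Assay system: T. brucei methionyl-tRNA synthetase, purified | Medium: HEPES buffer with MgCl2, KCl, DTT, spermine, BSA, pyrophosphatase | Compound: 11.9 µM single point | Incubation: 15 min enzyme-compound preincubation, 2 h reaction, 10 min detection, 25 °C | Measured by: Kinase-Glo luciferase luminescence reporting remaining unconsumed ATP | Measure: % inhibition normalized to control-well medians | Replication: Singlicate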
# DNMT1 inh – human DNMT1 methyltransferase inhibitors, primary screen, biochemical, molecular beacon, fluorescence, HinP1I cleavage, uHTS | DNA (cytosine-5)-methyltransferase 1 (Homo sapiens), P26358 | inhibition (reported as % activation of signal), % at 10 µM | hit rate 0.83% among 360,000 | AID 588458, 2011; in the data active = inhibition above about 50%
# MsrA act – bovine MsrA enzyme activators, primary screen, biochemical, absorbance, HTS. Methionine sulfoxide reductase A (Bos taurus). purified bovine MsrA, absorbance read-out. activation, % at 10.6 µM. hit rate 0.3% among 360,000. AID 602163, 2012; in the data active = activation above about 7.5%;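 also: 0% = vehicle and 100% = reference activator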
# eLon inh – inhibitors of E. coli Lon protease, primary screen, biochemical, fluorescence polarization. purified E. coli Lon protease. inhibition, % at 7.94 µM. hit rate 0.42% among 360,000; in the data active = inhibition above about 13%, passing the limit was not always enough;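 also: 0% = enzyme with probe and DMSO and 100% = no enzyme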
# SUMO1-SIM PPI – modulators of SUMO1 protein-protein interactions, primary screen, biochemical, uHTS | hit rate 0.33% among 360,000 | SUMO1 binding to a labelled peptide, TR-FRET, 1 h | inhibition, % at 20 µM | Small ubiquitin-related modifier 1 (Homo sapiens), P63165 | AID 602429, 2012; in the data active = inhibition above about 37%
# CendR NRP1 mod – modulators of CendR peptide binding to NRP-1, primary screen, biochemical, fluorescence polarization, uHTS; Neuropilin-1 (Homo sapiens), O14786; FAM-RPARPAR peptide binding to NRP-1; inhibition, % at 25 µM; hit rate 0.85% among 360,000;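 active = inhibition or corrected inhibition above about 18%, plus a signal ratio from 0.5 to 1.5, limit read from the data, passing the limit was not always enough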; also: strong numbers were not always called active
# Target sequence (O14786 whole entry, looked up): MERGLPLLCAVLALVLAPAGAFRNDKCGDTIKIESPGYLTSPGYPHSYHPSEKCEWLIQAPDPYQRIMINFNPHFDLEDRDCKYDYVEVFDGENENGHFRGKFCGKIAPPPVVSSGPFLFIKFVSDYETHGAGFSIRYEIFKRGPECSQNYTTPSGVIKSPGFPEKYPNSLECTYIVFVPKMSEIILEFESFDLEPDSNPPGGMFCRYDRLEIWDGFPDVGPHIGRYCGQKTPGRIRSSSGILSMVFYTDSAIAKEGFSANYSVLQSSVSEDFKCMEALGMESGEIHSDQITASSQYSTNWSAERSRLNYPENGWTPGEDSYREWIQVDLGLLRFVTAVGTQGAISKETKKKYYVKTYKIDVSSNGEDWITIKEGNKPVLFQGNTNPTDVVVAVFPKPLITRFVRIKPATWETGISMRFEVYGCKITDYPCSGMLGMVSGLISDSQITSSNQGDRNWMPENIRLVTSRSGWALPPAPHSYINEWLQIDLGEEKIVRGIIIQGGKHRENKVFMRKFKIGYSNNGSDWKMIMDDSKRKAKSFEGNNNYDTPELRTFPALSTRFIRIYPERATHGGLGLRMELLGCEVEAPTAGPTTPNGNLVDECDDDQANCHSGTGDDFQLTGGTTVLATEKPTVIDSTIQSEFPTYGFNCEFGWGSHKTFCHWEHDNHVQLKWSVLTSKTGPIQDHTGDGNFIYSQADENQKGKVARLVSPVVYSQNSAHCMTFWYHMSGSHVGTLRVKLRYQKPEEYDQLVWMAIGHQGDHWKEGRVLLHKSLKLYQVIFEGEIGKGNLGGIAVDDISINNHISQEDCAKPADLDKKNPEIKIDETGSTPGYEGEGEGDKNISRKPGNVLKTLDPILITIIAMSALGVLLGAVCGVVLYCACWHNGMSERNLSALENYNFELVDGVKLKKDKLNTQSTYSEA
# STEP block – STEP phosphatase inhibitors, primary screen, biochemical, fluorescence intensity, uHTS | Tyrosine-protein phosphatase non-receptor type 5 (Homo sapiens), P54829 | inhibition, % at 20 µM | AID 588621, 2011 | recombinant STEP, OMFP fluorogenic substrate | hit rate 0.25% among 360,000;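 active = inhibition at 20 µM, scaled per plate between control wells, above about 37%, limit read from the data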;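 also: 0% = DMSO with enzyme and substrate and 100% = substrate only without enzyme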
#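 Assay system: isolated STEP enzyme. Buffer or medium: pH 6.0 Bis-Tris with DTT and Tween 20. Also added: fluorogenic phosphatase substrate OMFP at 25 µM final. Dosing: 20 µM, 1% DMSO. Timing: 20 min reaction, room temperature, in the dark. Measured by: fluorescence intensity, excitation 480 nm, emission 540 nm. Evaluation: normalized % inhibition.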
# Scp-1 inhibitor – Scp-1 phosphatase inhibitors, primary screen, biochemical, colorimetric, uHTS; Recombinant Scp1, phosphopeptide, malachite green phosphate absorbance; inhibition, % at 20 µM; hit rate 0.88% among 340,000;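 active = inhibition above about 50% at 20 µM, limit read from the data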;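 also: plate controls were DMSO wells with enzyme for no effect and wells lacking enzyme for full effect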
#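 Times: enzyme reaction 45 min at room temperature, colour 5 min, stabilisation 30 min. Material: SCP-1 catalytic fragment, aa 76-261. Medium: Acidic Tris acetate buffer with magnesium and detergent. Signal: colorimetric free-phosphate detection, absorbance 630 nm. Read-out basis: % inhibition of SCP-1 phosphate liberation. Reagent: Phosphorylated 17-residue peptide substrate.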
# LMPTP inh – LMPTP phosphatase inhibitors, primary screen, biochemical, fluorescence intensity, uHTS | hit rate 0.22% among 360,000 | recombinant LMPTP-A, OMFP fluorogenic substrate | AID 651560, 2012 | inhibition, % at 20 µM;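 active = compounds that cut the enzyme signal by at least half of the control window in the single-dose screen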;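 also: plate controls were DMSO wells with enzyme plus substrate for no effect and substrate without enzyme for full effect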
# Target sequence (P24666 whole entry, looked up): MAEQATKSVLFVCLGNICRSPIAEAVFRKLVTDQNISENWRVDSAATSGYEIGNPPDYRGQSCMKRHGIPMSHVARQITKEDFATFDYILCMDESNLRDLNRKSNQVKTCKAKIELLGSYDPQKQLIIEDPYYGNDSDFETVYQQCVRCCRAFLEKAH
#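 Material: LMPTP-A; amount: 0.625 nM enzyme; doses: single 20 µM dose; times: reaction 50 min, room temperature, dark; technique: fluorescence intensity of OMFP turnover product; benchmarks: no-enzyme and uninhibited controls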
# Starred values were filed as active, the others as inactive; x = not tested or not shown. An unsorted share of the library; 4.3% or so of the library scored in one or more.
SMILES,MsrA inh,TbMetRS inhib,DNMT1 inh,MsrA act,eLon inh,SUMO1-SIM PPI,CendR NRP1 mod,STEP block,Scp-1 inhibitor,LMPTP inh
COC(=O)c1cc(Br)c(=O)n(CCN2CCOCC2)c1,0.3,0.3,3,2,3,-1,10,0,-15,-1.6
COc1ccc(OC)c(/C=C2\SC(N3CCCCC3)=NC2=O)c1,1.4,-0.1,-3,-3,-3,-25,-8,-1,-5,-0.1
C=C1CC[C@@H]2[C@](C)(CO)[C@H](O)CC[C@@]2(C)[C@@H]1/C=C/C1=CCOC1=O,0.4,-1.0,1,6,-3,1,14,0,-1,-1.0
CC(Sc1nnc(CN2CCCC2)n1Cc1ccccc1)C(=O)Nc1ccc(F)c(F)c1F (stereo unspecified),-0.3,0.2,-24,0,-4,-2,-13,0,0,0.0
COc1cc(/C=N/OCC(=O)NC23CC4CC(CC(C4)C2)C3)ccc1OCc1ccccc1,0.8,-0.8,-1,-5,-6,-2,5,1,-5,12
O=C(CCS(=O)(=O)c1ccc(Br)s1)NCc1ccc2c(c1)OCO2,x,-0.3,1,-2,1,-3,-1,-1,-8,-2.0
Cc1cc(C)n(C(=O)CCN2C(=O)c3ccccc3C2=O)n1,-0.6,-0.1,1,-2,5,-3,2,-1,0,-1.3
CCOC(=O)c1nc(Nc2cccc(C)c2)c2ccccc2n1,1.7,-0.9,-2,-3,14,-12,-10,-1,-3,-0.5
Cc1ccc(C2=CC(=O)C[C@H](c3ccc(Cl)cc3)C2)cc1,x,-0.2,3,-6,2,-16,7,2,-11,3.2
O=c1[nH]c2ccccc2s1,0.2,0.7,2,-1,-4,1,1,2,-7,-0.5
Cn1ccc2c(N3c4ccccc4CCc4ccccc43)cc3c(c21)C1CCC3O1 (stereo unspecified),0.9,1.9,50*,-1,-7,-7,0,6,x,4.9
Cc1ccc2nc(SCC(=O)NC(=O)NCc3ccco3)[nH]c2c1,-1.6,-0.4,0,-8,-3,0,-7,-2,0,0.5
COc1cc(NC(=O)c2ccc(COc3ccccc3Br)o2)cc(OC)c1OC,-0.1,0.2,-12,0,-18,2,-5,0,-11,1.9
O=C1CN(C(=O)COC(=O)CCc2ccccc2)c2ccccc2N1,0.4,0.2,0,-8,-5,5,1,2,10,-0.9
COc1ccc(OCCCCn2c(CO)nc3ccccc32)cc1,1.2,-0.6,-2,1,-5,3,4,-2,-8,1.7
CN1CCN(C(=O)CSc2nc(-c3ccco3)cc(C(F)(F)F)n2)CC1,0.7,0.6,12,-3,5,-6,4,-2,-9,-1.0
CCOc1ccc(N/C(C)=C\C(=O)c2ccc3c(c2)OCCO3)cc1,0.4,-0.4,-1,-4,-4,-8,6,2,-6,2.0
COc1ccc(NC(=O)C(C)N2c3cccc4cccc(c34)S2(=O)=O)cc1 (stereo unspecified),0.3,0.1,-13,0,5,-8,-2,-1,7,1.9
O=C1CSC(c2ccccc2Cl)N1 (stereo unspecified),0.4,-0.1,2,-3,-3,-1,0,1,-3,0.4
CCOc1ccc(CCNC(=O)c2cc3sccc3n2CC)cc1OCC,0.0,-1.0,0,-13,1,1,5,3,-11,0.1
N#Cc1c(-c2ccc(F)cc2)c(-c2ccc(F)cc2)nn(CCO)c1=O,1.1,-0.3,-2,-3,-4,-34,12,-1,-5,0.1
Cc1onc(-c2ccccc2)c1CNC(=O)Nc1ccc(F)cc1F,-1.0,1.5,1,-3,-6,-1,12,0,-2,0.0
CCOC(=O)c1ccc2nc(NC(=O)c3ccco3)sc2c1,0.7,-2.0,2,-5,-9,3,8,4,-5,1.2
C=CCn1c(=O)c(C(=O)Nc2ncccc2O)c(O)c2ccccc21,1.4,-0.6,-9,-2,6,-4,7,-3,-7,6.7
O=C(NC12CC3CC(CC(C3)C1)C2)c1ccc(-c2ccccc2Cl)o1,0.2,-0.6,0,2,19*,-4,8,3,-6,2.8
Cc1nn(C)c(Oc2cccc(Cl)c2)c1C(=O)Nc1ccc(F)cc1F,-0.8,-0.4,-2,-4,-6,-1,6,-5,-4,0.4
COc1cccc(CC(=O)NC2CCSc3ccccc32)c1 (stereo unspecified),1.2,-1.3,3,-13,12,0,6,-1,2,-1.3
Fc1ccc2nc(-c3ccccc3)nc(SCc3nnc(-c4ccccc4)o3)c2c1,-1.2,0.1,4,-3,4,4,-1,4,-14,2.5
N#Cc1ccccc1OCC(=O)OCC(=O)N1CCN(C(=O)c2ccco2)CC1,-0.6,0.0,3,-2,-1,-1,2,0,-11,-0.6
Cc1ccc(OC(C)C(=O)N2CC(=O)Nc3ccccc32)c(C)c1 (stereo unspecified),-2.1,-1.1,2,0,15,-1,17,1,-8,0.2
O=C1C=CC(=O)N1Nc1ccc(Br)cc1,1.5,0.6,0,-1,1,-9,4,-1,-2,-2.3
O=C(CSCc1c[nH]c(=O)[nH]c1=O)OCC(=O)c1ccc(Br)cc1,0.3,-0.1,-1,-9,-3,-2,-9,-2,-1,-1.2
Cc1nnc(SC(C)C(=O)Nc2ccc(S(=O)(=O)NC3CCCCC3)cc2)s1 (stereo unspecified),-0.3,-2.1,6,-13,-2,2,25*,-3,-6,-2.9
Cc1nc(-c2ccc(C(=O)N3CCOCC3)cc2)cs1,-0.1,-0.6,1,-4,-10,-6,4,1,-1,0.0
COc1ccc(C(=O)Nc2nnc(C3=COCCO3)o2)cc1,1.0,0.3,-2,-2,-4,2,-6,0,-6,-1.3
COc1cccc(N=Nc2c(=O)[nH]n3c(C)cc(C)nc23)c1,2.3,-0.4,3,-5,-14,-31,1,-2,-8,6.3
CCn1cc(C(=O)N2CCCc3ccccc32)c2cc(OC)c(OC)cc2c1=O,0.4,-0.3,-4,-5,0,-3,-4,-1,-7,0.1
CC(=O)N1[C@H](C)C=C[C@]1(Cc1ccccc1)C(=O)NCCN1CCOCC1,0.4,-0.5,4,-4,-2,7,3,0,-9,-0.8
CCCCC(=O)NC1(C(F)(F)F)C(=O)N(CC(C)C)C2=C1C(=O)CC(C)(C)C2 (stereo unspecified),-0.8,-0.3,1,-2,-11,-1,2,-1,-5,-0.6
Cc1ccc(C(C(=O)NC(C)(C)C)N(Cc2ccco2)C(=O)CCC(=O)Nc2ccccn2)cc1 (stereo unspecified),1.7,-0.6,0,-5,-1,0,-12,-2,1,-0.3
CCOc1ccc(S(=O)(=O)NC(Cc2c[nH]c3ccccc23)C(=O)O)cc1 (stereo unspecified),0.1,-0.2,-1,4,5,2,3,1,-1,-1.1
Cc1ccc(CNC(=O)C2(C)CCN2C(=O)Cc2ccc(-c3ccccc3)cc2)cc1 (stereo unspecified),-0.7,-0.1,5,5,-3,8,1,-5,x,0.3
COc1ccc(N2CCN(C(=O)c3oc4ccccc4c3NC(=O)CCc3cc(OC)no3)CC2)cc1,-0.2,0.4,-2,-2,-2,0,10,-1,1,0.6
COc1cc(NC(=S)Nc2cccc(C)n2)cc(OC)c1OC,-1.4,-0.3,-3,-1,-2,3,3,1,-1,0.4
CCOc1cc(OCC)cc(C(=O)N2CCC[C@H]2C(=O)N2CCC[C@H]2C(=O)NCc2ccccn2)c1,-1.1,0.2,x,-1,-5,3,-10,x,x,-0.6
O=C(NCc1ccccc1)C1Cc2c(-c3ccc(Cl)cc3)ccnc2O1 (stereo unspecified),0.5,-0.1,-9,-2,-3,2,-7,3,x,0.3
NC(=O)CC(NC(=O)Cc1cccc2ccccc12)c1ccc(N2CCCCCC2)c([N+](=O)[O-])c1 (stereo unspecified),1.2,-0.3,-3,-3,1,14,-3,3,-8,1.4
CC(C)OC(=O)c1ccc(COC(=O)c2cccc(-c3nnc(-c4ccccc4)o3)c2)cc1,0.1,-1.0,6,-9,-14,10,8,0,-2,-0.3
COc1ccc(CNc2nc(NC(C)=O)nn2-c2ccccc2)cc1,-1.7,-1.7,1,-9,3,-1,1,-4,3,-3.3
O=C(NCc1ccccc1)C(c1ccncc1)N(C(=O)c1csnn1)c1ccccc1F (stereo unspecified),0.1,0.1,2,-2,-3,-1,10,0,2,-1.2

# Copied from the entries so far (4 entries):
SMILES,MsrA inh,TbMetRS inhib,DNMT1 inh,MsrA act,eLon inh,SUMO1-SIM PPI,CendR NRP1 mod,STEP block,Scp-1 inhibitor,LMPTP inh
NC(=O)CC(NC(=O)Cc1cccc2ccccc12)c1ccc(N2CCCCCC2)c([N+](=O)[O-])c1 (stereo unspecified),1.2,-0.3,-3,-3,1,14,-3,3,-8,1.4
CC(C)OC(=O)c1ccc(COC(=O)c2cccc(-c3nnc(-c4ccccc4)o3)c2)cc1,0.1,-1.0,6,-9,-14,10,8,0,-2,-0.3
COc1ccc(CNc2nc(NC(C)=O)nn2-c2ccccc2)cc1,-1.7,-1.7,1,-9,3,-1,1,-4,3,-3.3
O=C(NCc1ccccc1)C(c1ccncc1)N(C(=O)c1csnn1)c1ccccc1F (stereo unspecified),0.1,0.1,2,-2,-3,-1,10,0,2,-1.2

# The results go on.
SMILES,MsrA inh,TbMetRS inhib,DNMT1 inh,MsrA act,eLon inh,SUMO1-SIM PPI,CendR NRP1 mod,STEP block,Scp-1 inhibitor,LMPTP inh
O=C(COC(=O)Cc1c(F)cccc1Cl)NC1CCS(=O)(=O)C1 (stereo unspecified),0.7,-0.7,4,-10,12,9,5,-4,-2,-1.5
CC(=O)c1c(C)[nH]c(C(=O)Nc2cccc(C)c2C)c1C,1.1,-0.8,-2,-5,-1,-6,0,-1,-5,-0.4
C=CCNc1nc2c(c(=O)[nH]c(=O)n2C)n1CCCc1ccccc1,0.1,-1.3,4,0,0,-1,-2,1,0,-0.2
CCCCNC(=O)C1CCCN(S(=O)(=O)c2ccc(S(=O)(=O)NCC(C)C)cc2)C1 (stereo unspecified),0.8,0.2,-2,-2,2,0,8,-9,-4,-0.3
CCCc1nn(C)c2c(=O)[nH]c(-c3ccccc3OCC)nc12,-0.8,0.5,1,5,-13,0,3,-2,-7,-2.2
Oc1c(Br)cc(Br)cc1CNc1ccc(F)cc1,-0.3,0.3,-16,8.9*,0,28,-2,-3,-8,4.5
CCOc1ccccc1NC(=O)Cc1ccccc1OC,2.0,0.3,10,-2,-6,5,-1,4,-10,0.5
